High-throughput results (PubChem)
Rac1 GTP hydrolysis – MgcRacGAP GTPase-activating activity inhibitors, confirmation, biochemical, ADP Hunter fluorescence. MgcRacGAP-stimulated Rac1 GTP hydrolysis, ADP Hunter fluorescence; higher % means a stronger effect; GST-tagged Rac1 F28L mutant substrate. inhibition, % at 30 µM; hits with a dose series show IC50 in µM. 340,000 compounds, 0.6% hits;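 active = first-screen hits whose inhibition reached a set limit at any dose in the follow-up dose series; inconclusive = inhibition above the set first-screen limit but never retested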;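 also: fluorescence reports GDP produced by GAP-driven GTP hydrolysis; strong numbers were not always called active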
West Nile virus CPE – inhibition of WNV-induced cytopathic effect – cell-based, CPE readout (AID 1621); West Nile virus-infected cells, CPE inhibition; higher % means a stronger effect; CPE inhibition, % at 10 µM; hits with a dose series show IC50 in µM; 290,000 compounds, 0.02% hits; in the data active = a potency from the dose series; inconclusive = CPE inhibition mostly from about 3.7% at the one dose, without a potency; inactive = the rest, 99 in 100 with CPE inhibition below about 2.2%; also: strong numbers were not always called active
T cell HTS – modulates CD8 T cell binding to vesicles. 2C CD8+ T cell-vesicle binding, flow cytometry; hits give low values. calls only at 7 µM. 330,000 compounds, 0.068% hits. AID 2052;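 active = response, share of CD8 T cells binding vesicles, and their 90th percentile fluorescence all below set limits, cut at about 80% in these data, passing the limit was not always enough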
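Material: 2C TCR transgenic mouse naive CD8+ T cells, MACS-purified. Also added: QL9-charged Drosophila Ld/ICAM-1/B7-1 vesicles. Timing: binding 1.5 h at 37 °C. Measured by: high-throughput flow cytometry with anti-B7-1 and anti-CD8 staining. Read-out: percent CD8+ FL2 mean versus row control. Controls: Unloaded micro-vesicles (low), QL9 vesicles with 0.7% DMSO (high).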
K1F lysis inhibition – inhibition of K1F phage lysis, E. coli UTI89, bacterial capsule biogenesis inhibitors, alamar blue (AID 488966). 340,000 compounds, 0.02% hits. E. coli UTI89 K1F phage lysis, alamar blue, 2 h; higher % means a stronger effect. inhibition, % at 100 µM, or IC50 in µM where a hit was titrated;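 active = phage lysis inhibition, versus mean bacterial control, above a set limit; inconclusive = no clear call, values can overlap the other calls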;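 also: capsule biogenesis inhibitors block K1F phage lysis so surviving cells raise fluorescence; higher fluorescence means more inhibition of phage lysis; actives were called in the ten point dose series up to 300 µM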
NTR1 ag – agonists of NTR1, primary screen, imaging, U2OS cells, beta-arrestin-GFP, high content (AID 493036); NTR1-U2OS beta-arrestin-GFP spot imaging, agonist mode; activation, % at 20 µM; 330,000 compounds, 0.17% hits;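 active = activation at or above 40% of the spot to cytoplasm intensity ratio, with at least 20 cells analyzed; inconclusive = wells under 20 cells, flagged as cytotoxic or low count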;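 also: 0% = DMSO without peptide and 100% = 100 nM NTR1 peptide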
Target sequence (P30989 whole entry, looked up): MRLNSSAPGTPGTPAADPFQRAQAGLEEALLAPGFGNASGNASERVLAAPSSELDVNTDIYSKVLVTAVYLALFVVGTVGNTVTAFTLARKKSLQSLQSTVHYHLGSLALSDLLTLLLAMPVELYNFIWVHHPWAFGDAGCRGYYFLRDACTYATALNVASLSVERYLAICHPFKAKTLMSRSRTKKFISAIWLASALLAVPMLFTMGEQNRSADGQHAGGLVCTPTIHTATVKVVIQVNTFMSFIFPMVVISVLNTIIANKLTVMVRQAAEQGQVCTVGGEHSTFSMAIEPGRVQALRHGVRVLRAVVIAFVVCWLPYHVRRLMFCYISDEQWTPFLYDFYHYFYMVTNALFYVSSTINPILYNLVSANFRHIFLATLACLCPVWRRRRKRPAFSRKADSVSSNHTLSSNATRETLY
Large T inhibition – SV40 large T antigen inhibitors, biochemical (AID 1903); inhibition, % at 20 µM, or IC50 in µM where a hit was titrated; 310,000 compounds, 0.39% hits; SV40 large T antigen ATPase/helicase inhibition assay; higher % means a stronger effect; in the data active = a potency from the dose series; inconclusive = inhibition mostly from about 32% at the one dose, without a potency; inactive = the rest, 99 in 100 with inhibition below about 32%; also: strong numbers were not always called active
RSV CPE inhibition – inhibition of RSV-induced cytopathic effect – HEp-2 cells, primary 10 µM value included (AID 2391). CPE inhibition, % at 10 µM; hits with a dose series show IC50 in µM. HEp-2 cells, RSV-induced CPE inhibition; higher % means a stronger effect. 310,000 compounds, 0.13% hits; in the data active = a potency from the dose series; inconclusive = CPE inhibition mostly from about 23% at the one dose, without a potency; inactive = the rest, 99 in 100 with CPE inhibition below about 21%; also: strong numbers were not always called active
NS5 inhibitors – flavivirus cap methylation enzyme inhibition – biochemical, confirmation dose response, primary screen (AID 588689). 340,000 compounds, 0.3% hits. Dengue-2 NS5 methyltransferase capping enzyme assay, biochemical; higher % means a stronger effect. inhibition, % at 25 µM; hits with a dose series show IC50 in µM; in the data active = a potency from the dose series; inconclusive = inhibition above about 29% without an active follow-up result
Salmonella PhoP GFP – PhoP-dependent GFP reporter repression – Salmonella Typhimurium, primary screen (AID 1863). S. Typhimurium PhoP-regulated promoter GFP reporter, 4 h; higher % means a stronger effect. one-dose inhibition, % at 50 µM; IC50 in µM for titrated hits. 300,000 compounds, 0.16% hits;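 active = inhibition over 29.93%, a cutoff 3 SD above the screen mean, later confirmed by dose response; inconclusive = inhibition over 29.93% but no dose response follow-up; inactive = inhibition at most 29.93% or unconfirmed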;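 also: 0% = low Mg2+ inducing control and 100% = high Mg2+ repressing control; strong numbers were not always called active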
T cell HTS vesicle-bound % – also measured in T cell HTS; calls as there; double positive events, %; measured here: CD8+ vesicle-bound cell fraction;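 binding gate set so that unloaded-vesicle control wells show 10% double positive cells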
NTR1 ag cell count 20 µM – further read-out of NTR1 ag, marked with its call; cell count; measured here: cell count, cytotoxicity flag
NS5 inhibitors pilot replicate – further read-out of NS5 inhibitors, marked with its call; inhibition, %; measured here: pilot screen replicate inhibition
* = called active by the depositor; i = inactive; ? = inconclusive; . = no result given; [ ] = remark or other dose. Not a hit list. Share with any hit: about 1.5%.

SMILES	Rac1 GTP hydrolysis	West Nile virus CPE	T cell HTS	T cell HTS vesicle-bound %	K1F lysis inhibition	NTR1 ag	NTR1 ag cell count 20 µM	Large T inhibition	RSV CPE inhibition	NS5 inhibitors	Salmonella PhoP GFP	others
O=C(COC(=O)c1ccc2c(=O)n3c(nc2c1)CCC3)Nc1ccccc1F	1%	0.2%	i	44	0.1%	0.1	106	8%	0.0%	1%	4%
Cc1cc(C)cc(Nc2ncc3c(n2)CCCC3=O)c1	7%	-0.2%	i	33	0.3%	0.1	32	3%	1.9%	-4%	-4%
CSc1nsc(SCC(=O)Nc2nc3ccccc3s2)n1	2%	-0.6%	i	58	0.2%	-1.4	76	21%	?	-7%	-2%
COc1ccccc1C(=O)N/N=C(\C)CC(=O)Nc1ccc(Cl)cn1	7%	0.7%	i	40	-0.2%	-0.5	37	9%	0.9%	-8%	-1%
CC(=Nc1cccc(O)c1)c1sc2ccccc2c1O	0%	-0.9%	i	10	0.2%	5.7	30	8%	18%	-7%	8%
CC(=O)c1cccc(N2C(=O)CC(N3CCN(S(=O)(=O)c4ccc(Cl)cc4)CC3)C2=O)c1 (centres undefined)	0%	.	i	39	-0.2%	-0.3	54	.	1.2%	-2%	.
COc1ccc(C(=O)NC2=C(C#N)CCC2)cc1OC	9%	-0.8%	i	55	0.1%	0.8	64	-3%	-0.1%	-4%	8%
O=C(c1ccco1)N(CC1CCCO1)c1nc(-c2ccccc2)cs1 (centres undefined)	-6%	0.8%	i	38	-0.7%	11	71	8%	3.7%	2%	-1%
CN(Cc1ccco1)C(=O)c1cc2c(s1)-c1ccc(Cl)cc1S(=O)(=O)C2	-1%	-1.3%	i	30	0.5%	1.5	61	11%	2.1%	3%	-3%
Cc1cc(Cl)ccc1NC(=O)c1ccc2c(c1)CCN2S(C)(=O)=O	11%	-0.5%	i	30	2.7%[50 µM]	0.4	74	3%	0.1%	-1%	6%
O=C1CC(c2ccccc2Cl)c2c(sc3c(=O)[nH]c(CCl)nc23)N1 (centres undefined)	.	0.1%	i	47	.	0.7	47	14%	-1.1%	.	-7%
CCOC(=O)CSc1ccc2ccccc2n1	-9%	-0.3%	i	55	-0.1%	-0.3	46	-5%	2.2%	-4%	1%
CCOC(=O)c1ccc(-c2cccc(C(F)(F)F)c2)nc1C	4%	0.4%	i	22	0.7%	-0.6	110	8%	-0.2%	3%	6%	NS5 inhibitors pilot replicate=5.8
COc1cccc2[nH]c(C(=O)NCc3ccccc3)cc12	.	0.1%	i	48	0.1%	1.2	104	10%	7.7%	-10%	-1%
Cc1cccc(C)c1Nc1ncnc(N)c1[N+](=O)[O-]	8%	.	i	11	3.5%	0.8	64	8%	3.2%	-10%	3%

Next part (two carried over from the part before).
SMILES	Rac1 GTP hydrolysis	West Nile virus CPE	T cell HTS	T cell HTS vesicle-bound %	K1F lysis inhibition	NTR1 ag	NTR1 ag cell count 20 µM	Large T inhibition	RSV CPE inhibition	NS5 inhibitors	Salmonella PhoP GFP	others
COc1cccc2[nH]c(C(=O)NCc3ccccc3)cc12	.	0.1%	i	48	0.1%	1.2	104	10%	7.7%	-10%	-1%
Cc1cccc(C)c1Nc1ncnc(N)c1[N+](=O)[O-]	8%	.	i	11	3.5%	0.8	64	8%	3.2%	-10%	3%
CCc1cccc2c(C(=O)COC(=O)c3ccccc3)c[nH]c12	6%	-0.4%	i	47	2.5%[50 µM]	4.9	39	-3%	50%	3%	-3%
Cc1ccc(C(=O)Nc2ccc(N3CCOCC3)cc2)cc1S(=O)(=O)N1CCCCC1	3%	.	i	45	0.3%[50 µM]	-1.2	56	.	.	-11%	.
CCC(Cc1ccccc1)NS(=O)(=O)c1ccc2c(c1)NC(=O)CO2 (centres undefined)	9%	-1.3%	i	7	-0.2%	2.7	52	12%	15%	0%	-5%
COc1ccccc1C(=O)NCCC(=O)NCC(c1ccco1)N1CCCC1 (centres undefined)	3%	.	i	37	0.6%[50 µM]	0.9	69	.	-0.5%	-4%	.
CCN(c1ccccc1)S(=O)(=O)c1ccc(Cl)c(C(=O)NCc2ccco2)c1	13%	.	i	34	-0.5%[50 µM]	0.1	62	.	1.8%	-9%	.
CCN(CC)CC(O)COC(c1ccccc1)c1ccccc1 (centres undefined)	0%	-0.4%	i	46	0.2%	-0.9	66	17%	0.0%	-5%	0%
CCOC(=O)C(Cc1ccc(NC(=O)/C(=C/c2ccc(OC(C)=O)cc2)NC(C)=O)cc1)N1C(=O)c2ccccc2C1=O (centres undefined)	10%	1.9%	i	45	-0.5%	1.7	86	-1%	1.6%	3%	9%
CS(=O)(=O)N1Cc2ccccc2CC1C(=O)Nc1ccccc1C(N)=O (centres undefined)	0%	0.5%	i	45	-0.2%	-0.9	94	8%	1.7%	-1%	-4%
CC(C)(C)C(=O)Nc1nc2c(s1)COc1ccccc1-2	9%	-0.2%	i	51	-0.8%	0.1	51	10%	4.4%	0%	-4%
CCn1c(=O)c2c(nc3n2CCS3)n(C)c1=O	7%	0.8%	i	44	-0.8%	-2.3	9	2%	0.7%	10%	2%
O=C1NC(c2ccccc2)=C(c2ccccc2)C1=O	2%	0.2%	i	44	2.3%	.	.	6%	3.0%	-6%	-3%
OCC[C@H]1C[C@@H](O)[C@H](O)[C@]2(Cc3ccccc3CCO2)O1	5%	.	i	19	0.1%	-4.4	35	8%	-1.0%	3%	5%
COC(=O)[C@H](CC(C)C)NS(=O)(=O)c1ccccc1	1%	-0.4%	i	28	0.7%	2.4	57	7%	2.7%	2%	0%
CC(NC(=O)C1CCN(S(=O)(=O)c2cccs2)CC1)c1cccc(Cl)c1 (centres undefined)	3%	.	i	24	0.2%[50 µM]	1.4	52	.	1.1%	-6%	.
O=C(CCCCCN1C(=O)[C@@H]2Cc3ccccc3CN2C1=O)N[C@@H](Cc1ccc(O)cc1)C(=O)O	2%	0.3%	i	21	6.3%	1.8	87	7%	0.4%	-7%	3%
Cc1ccc(S(=O)(=O)Oc2ccc(/C=N/NC(=O)c3c(Cl)cnn3C)cc2)cc1	4%	0.2%	i	4	-0.3%	-0.6	67	8%	0.3%	-3%	0%
COc1ccc(/C=C2\Oc3cc(OCC(N)=O)ccc3C2=O)cc1OC	11%	0.3%	i	11	2.5%[50 µM]	1.0	99	22%	1.6%	-7%	1%
FC(F)(F)c1cc(CCN2CCNC[C@@H]2c2ccccc2)cc(C(F)(F)F)c1	12%	.	i	16	-7.2%	18	45	.	.	-12%	.
CCOc1ccc(C(=O)Nc2ccc(S(=O)(=O)N3CCOCC3)cc2)cc1OCC	15%	-0.1%	i	30	1.3%	0.1	36	0%	1.0%	0%	4%
COc1cc(C(=O)Nc2sc(C)c(C)c2C(=O)O)cc(OC)c1OC	1%	0.6%	i	30	-1.9%	2.7	30	27%	0.1%	-8%	0%
Cc1ccc(C(CC(=O)O)NC(=O)c2ccc(S(=O)(=O)N3CCCC3)cc2)cc1 (centres undefined)	4%	.	.	.	1.4%[50 µM]	-0.9	52	.	.	8%	.
CCOC(=O)c1ccc(N2C(=O)C3C(C2=O)C(C(=O)c2ccc(Cl)cc2)N2CCCC32)cc1 (centres undefined)	1%	.	i	33	-1.7%	0.4	55	14%	2.7%	-34%	-19%
CCCCCC(O)(CCN1CCCCC1)c1ccc(OCC)cc1 (centres undefined)	-1%	-1.1%	i	64	4.4%	-0.2	64	7%	-2.0%	2%	-3%
C[C@H]1CN(S(=O)(=O)c2ccc3c(c2)OCCO3)CCN1S(=O)(=O)c1c(F)cccc1F	-3%	.	i	15	-0.6%	-1.7	54	.	.	-4%	.
CCN1C(=O)[C@H]2[C@@H](c3ccc(-c4ccc(C(C)=O)cc4)cc3)N3CCC[C@@]3(C(=O)OC)[C@H]2C1=O	13%	.	i	26	-0.6%	-2.5	50	12%	2.4%	-5%	.
Nc1nc(SCC(=O)Nc2cc(C(F)(F)F)ccc2N2CCOCC2)n[nH]1	1%	0.6%	i	55	0.3%	2.4	48	14%	0.9%	1%	-6%
CCN(CC)C(=O)C(C)OC(=O)COc1ccc(Cl)cc1C (centres undefined)	3%	0.5%	i	10	3.1%	-1.1	87	5%	0.1%	-2%	6%
Cc1[nH]n(-c2ccccc2)c(=O)c1N=Nc1c(O)cc(S(=O)(=O)N(C)C)c2ccccc12	11%	.	i	36	-2.1%	4.6	78	28%	4.2%	-2%	-3%
CC(=O)Oc1ccc(NC(=O)Cc2ccccc2)c(C(=O)O)c1	-9%	0.0%	i	48	-0.1%	0.6	47	7%	0.2%	-5%	4%
CCOC(=O)c1cc(C)n(Cc2ccc(OCC)c(OC)c2)c1C	8%	0.5%	i	41	6.3%	1.1	70	3%	1.6%	-14%	-8%
NS(=O)(=O)c1ccc(-n2nncc2-c2ccco2)cc1	5%	0.0%	i	38	-0.3%	2.2	53	8%	1.7%	-7%	7%
CCOc1ccc(C)cc1S(=O)(=O)Nc1ccc(Cl)cn1	1%	0.2%	i	51	2.3%	1.1	43	8%	0.4%	0%	-3%
CCCC(=O)Nc1ccc(C(=O)Nc2nc(CC(=O)OCC)cs2)cc1	5%	0.3%	i	48	-0.1%	15	105	8%	3.7%	6%	-6%	NS5 inhibitors pilot replicate=-3.3
CCC(Sc1nc2ccc(N)cc2s1)C(=O)Nc1nccs1 (centres undefined)	12%	-0.1%	i	30	0.1%	4.2	58	6%	0.9%	5%	-6%
COc1cccc(NC(=O)CN(C)C(=O)/C=C/c2cn(-c3ccccc3)nc2-c2ccc(C)cc2)c1	3%	.	i	25	-0.1%[50 µM]	1.9	53	9%	15%	-10%	5%
N=c1c(S(=O)(=O)c2ccc(Br)cc2)cc2c(=O)n3ccccc3nc2n1C1CCCCC1	6%	-0.7%	i	54	0.3%	4.1	51	5%	11%	?	-23%
COc1ccc(-n2c(=S)[nH]c3cc(C(=O)NCCCN4CCOCC4)ccc3c2=O)c(OC)c1	10%	0.8%	i	19	0.1%	0.2	60	11%	-1.3%	2%	-4%
COc1ccc(CNCC(O)(c2ccccc2)c2ccc(Cl)cc2)cc1 (centres undefined)	8%	-1.0%	i	31	0.8%	6.0	66	13%	20%	1%	13%	NS5 inhibitors pilot replicate=-0.6
